697 NFkB inh: inhibitors of PMA/ionomycin-induced NF-kB reporter, 697 cells, primary screen, B-cell NF-kB inhibitor project, cell-based, luminescence, uHTS; 697 B-cell NF-kB luciferase reporter, 16 h; AID 435022, 2010; 330,000 tested, 0.33% active; inhibition, % at 4 µM; in the data active = inhibition above about 35%
Apaf1 inhib: inhibitors of human Apaf-1 apoptosome, primary screen, biochemical, DEVD-Rh110 fluorescence, uHTS. Apoptotic protease-activating factor 1 (Homo sapiens), O14727. reconstituted apoptosome caspase-3 activity. inhibition, % at 20 µM. 330,000 tested, 0.71% active; active = inhibition of at least 40% at 20 µM;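 note: plate controls were DMSO wells for no effect and DEVD-CHO caspase inhibitor wells for full effect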
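System: reconstituted apoptosome with Apaf-1, cytochrome c, caspase-9, procaspase-3, dATP; Signal: Rh110 fluorescence intensity; Schedule: 30 min compound preincubation, 50 min activation, room temperature; Reagent: cytochrome c trigger plus (Z-DEVD)2-Rh110 caspase-3 substrate.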
Jurkat NFkB inh: inhibitors of induced NF-kB luciferase reporter, primary screen, TCR NF-kB activation inhibitor project, cell-based, luminescence, uHTS; Jurkat, PMA/ionomycin-induced NF-kB luciferase reporter; inhibition, % at 4 µM; 330,000 tested, 0.53% active; AID 435003, 2010
Gli-Sufu block: Gli-Sufu pathway antagonists, primary screen, luciferase luminescence, Sufu-KO-LIGHT cells, uHTS; Sufu-KO-LIGHT fibroblasts, Gli luciferase reporter luminescence; inhibition, % at 5 µM; 340,000 tested, 0.74% active;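 active = inhibition above about 55%, limit read from the data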;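 note: 0% = DMSO-treated cells and 100% = wells with medium but no cells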
EBI2 block: EBI2 receptor antagonists, beta-arrestin recruitment, primary screen, cell-based, luminescence, 7a,25-OHC stimulation, uHTS | G-protein coupled receptor 183 (Homo sapiens), P32249 | 360,000 tested, 0.81% active | inhibition, % at 5 µM | AID 651636, 2012 | 7a,25-OHC stimulated; in the data active = inhibition above about 38%;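 note: enzyme fragment complementation signal reports receptor beta-arrestin coupling in cells; 0% = agonist plus DMSO wells and 100% = wells without agonist; some results beyond the cut were filed as inactive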
Target sequence (P32249 whole entry, looked up, the tested form may be a part): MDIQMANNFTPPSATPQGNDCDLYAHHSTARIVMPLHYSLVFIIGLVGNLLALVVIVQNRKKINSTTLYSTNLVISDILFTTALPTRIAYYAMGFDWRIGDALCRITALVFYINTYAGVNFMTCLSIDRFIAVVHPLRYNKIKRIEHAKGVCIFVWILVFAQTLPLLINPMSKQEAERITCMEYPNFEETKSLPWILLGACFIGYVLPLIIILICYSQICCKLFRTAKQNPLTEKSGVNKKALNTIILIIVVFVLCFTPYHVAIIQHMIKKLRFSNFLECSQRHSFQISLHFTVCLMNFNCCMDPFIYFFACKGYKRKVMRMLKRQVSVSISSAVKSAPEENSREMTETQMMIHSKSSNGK
UBC13 polyUb: UBC13 polyubiquitin chain formation inhibitors, primary screen, biochemical, TR-FRET, uHTS; Ubiquitin-conjugating enzyme E2 N (Homo sapiens), P61088; 330,000 tested, 0.47% active; AID 485273, 2010; inhibition, % at 20 µM; in the data active = inhibition above about 45%, passing the limit was not always enough
CCR6 antagonist: CCR6 receptor antagonists, primary screen, cell-based, CHO-K1, luminescence, beta-arrestin, uHTS; C-C chemokine receptor type 6 (Homo sapiens), P51684; CHO-K1 CCR6 PathHunter beta-arrestin, CCL20-stimulated; inhibition, % at 20 µM; 340,000 tested, 0.49% active; AID 493098, 2011;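 active = compounds whose inhibition of the agonist-driven luminescence signal at 20 µM reaches about 50%, limit read from the data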;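 note: cells stimulated with CCL20 at 14 nM final; plate controls were DMSO with CCL20 for no effect and DMSO without agonist for full effect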
Target sequence (P51684 whole entry, looked up): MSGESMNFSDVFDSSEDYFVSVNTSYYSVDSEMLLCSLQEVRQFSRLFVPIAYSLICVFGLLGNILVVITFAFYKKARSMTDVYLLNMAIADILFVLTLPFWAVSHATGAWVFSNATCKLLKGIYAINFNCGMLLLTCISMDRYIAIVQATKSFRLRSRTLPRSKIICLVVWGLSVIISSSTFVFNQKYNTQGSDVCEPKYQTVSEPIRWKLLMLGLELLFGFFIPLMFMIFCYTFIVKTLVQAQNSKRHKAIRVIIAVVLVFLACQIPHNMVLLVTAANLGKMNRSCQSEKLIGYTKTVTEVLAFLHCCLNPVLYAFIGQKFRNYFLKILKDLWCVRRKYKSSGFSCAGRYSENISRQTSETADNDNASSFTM
SENP8 block: SENP8 protease inhibitors, primary screen, biochemical, luminescence; Sentrin-specific protease 8 (Homo sapiens), Q96LD8; purified SENP8, Z-RLRGG-aminoluciferin cleavage; inhibition, % at 10 µM; 330,000 tested, 1.2% active; AID 2540, 2010
Target sequence (Q96LD8 whole entry, looked up): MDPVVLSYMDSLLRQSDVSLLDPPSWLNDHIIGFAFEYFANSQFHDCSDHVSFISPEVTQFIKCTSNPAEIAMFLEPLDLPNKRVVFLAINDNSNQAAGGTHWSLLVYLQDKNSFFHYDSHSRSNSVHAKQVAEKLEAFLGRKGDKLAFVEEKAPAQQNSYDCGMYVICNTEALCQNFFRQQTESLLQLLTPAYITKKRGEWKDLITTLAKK
Active calls of the source: *; x = no result given. Cut-off read from the data, not from the text of the source, unless noted: active = inhibition above about 50%; inactive = the rest. The list is partial; count on the stated rates, not on these rows.

SMILES	697 NFkB inh	Apaf1 inhib	Jurkat NFkB inh	Gli-Sufu block	EBI2 block	UBC13 polyUb	CCR6 antagonist	SENP8 block
COc1ccc(S(=O)(=O)Nc2cc(C)ccc2OC)cc1C	-3	-7	-9	4	-11	-6	35	-8
CN(C)c1ccc(CNn2cnnc2)cc1	15	-5	-11	-12	2	2	13	-7
COc1ccc(COC(=O)Nc2cc3c(C(F)(F)F)nn(C)c3s2)cc1	-10	22	-10	0	11	2	13	-8
COCCNC(=O)c1nn(-c2cc(OC)cc(OC)c2)c(=O)c2ccccc12	-9	-1	-5	4	0	-9	5	-7
CC1CCCN(C(=O)Cn2nnc(-c3ccc(S(C)(=O)=O)cc3)n2)C1 (stereo unspecified)	4	-10	-7	-10	-6	-3	2	-1
CCN(CC)c1ccc(/C=C2\CCC(/C=N/NC(=O)c3ccc(=O)n(C)c3)=C2N2CCOCC2)cc1	2	6	11	26	25	53*	2	0
CC1CCN(C(=O)c2nc[nH]c2C(=O)OCCNC(=O)OC(C)(C)C)CC1	-10	-8	-2	-6	2	-20	0	-1
CCn1c(SCC(=O)Nc2ccccc2OC)nc2ccccc2c1=O	-7	-13	5	1	15	13	19	-2
CCOc1ccc(S(=O)(=O)N(CC(=O)NCc2cccnc2)c2ccc(C)cc2)cc1	2	7	-1	-32	18	-1	-2	-7
COC(=O)c1ccc(CSc2ncn[nH]2)o1	10	-4	10	-1	-2	4	-5	2
Cc1sc(-c2ccccn2)nc1OC(=O)c1cccc(Cl)c1Cl	13	-3	11	-1	-15	2	22	2
Cc1oc(C(=O)O)cc1COc1ccc2c3c(c(=O)oc2c1)CCC3	12	-3	4	7	-5	10	7	8
CC(N)(C(=O)O)c1cccc(OCc2cccc(Cl)c2)c1 (stereo unspecified)	25	-14	6	6	-1	1	-1	1
COc1ccc(Oc2coc3cc(OCC(=O)N4CCCCC4)ccc3c2=O)cc1	5	1	2	x	x	4	x	-6
Cc1ccc(N(C(=O)c2ccc(CN3CCOCC3)o2)C(C(=O)NCCC(C)C)c2cccs2)c(C)c1 (stereo unspecified)	3	15	-11	-13	-7	-6	16	-15

Some of these compounds in order of count of non-hydrogen atoms, low to high.
SMILES	697 NFkB inh	Apaf1 inhib	Jurkat NFkB inh	Gli-Sufu block	EBI2 block	UBC13 polyUb	CCR6 antagonist	SENP8 block
COC(=O)c1ccc(CSc2ncn[nH]2)o1	10	-4	10	-1	-2	4	-5	2
CC(N)(C(=O)O)c1cccc(OCc2cccc(Cl)c2)c1 (stereo unspecified)	25	-14	6	6	-1	1	-1	1
COc1ccc(S(=O)(=O)Nc2cc(C)ccc2OC)cc1C	-3	-7	-9	4	-11	-6	35	-8
Cc1sc(-c2ccccn2)nc1OC(=O)c1cccc(Cl)c1Cl	13	-3	11	-1	-15	2	22	2
CC1CCCN(C(=O)Cn2nnc(-c3ccc(S(C)(=O)=O)cc3)n2)C1 (stereo unspecified)	4	-10	-7	-10	-6	-3	2	-1
COc1ccc(COC(=O)Nc2cc3c(C(F)(F)F)nn(C)c3s2)cc1	-10	22	-10	0	11	2	13	-8
CC1CCN(C(=O)c2nc[nH]c2C(=O)OCCNC(=O)OC(C)(C)C)CC1	-10	-8	-2	-6	2	-20	0	-1
COCCNC(=O)c1nn(-c2cc(OC)cc(OC)c2)c(=O)c2ccccc12	-9	-1	-5	4	0	-9	5	-7
COc1ccc(Oc2coc3cc(OCC(=O)N4CCCCC4)ccc3c2=O)cc1	5	1	2	x	x	4	x	-6
CCOc1ccc(S(=O)(=O)N(CC(=O)NCc2cccnc2)c2ccc(C)cc2)cc1	2	7	-1	-32	18	-1	-2	-7
CCN(CC)c1ccc(/C=C2\CCC(/C=N/NC(=O)c3ccc(=O)n(C)c3)=C2N2CCOCC2)cc1	2	6	11	26	25	53*	2	0
Cc1ccc(N(C(=O)c2ccc(CN3CCOCC3)o2)C(C(=O)NCCC(C)C)c2cccs2)c(C)c1 (stereo unspecified)	3	15	-11	-13	-7	-6	16	-15

(more compounds)
SMILES	697 NFkB inh	Apaf1 inhib	Jurkat NFkB inh	Gli-Sufu block	EBI2 block	UBC13 polyUb	CCR6 antagonist	SENP8 block
CCN1CCN(C(=O)c2ccccc2Nc2ccc(SC(F)F)cc2)CC1	4	0	5	8	-13	6	8	10
O=C(/C=C\c1ccccc1OC(=O)c1ccccc1F)c1cc2ccccc2o1	-89	3	-85	1	45*	7	42	0
CC(C)Cn1nc(C(=O)Nc2nnc(C3CC3)s2)c2ccccc2c1=O	-5	22	2	-4	-28	-13	12	-16
COc1cc(NC(=S)NCCCN2CCOCC2)cc(OC)c1	-17	3	-19	4	-25	-7	5	-9
COc1ccccc1NS(=O)(=O)c1cccc(NC(=O)NC2CCCCC2)c1	-6	21	5	30	4	-11	8	-6
COc1ccc(N2CCN(c3ccc(C(=O)O)cc3[N+](=O)[O-])CC2)cc1	-3	1	-6	19	-3	-11	19	-7
O=C1CC(N2CCN(C3CCc4ccccc4C3)CC2)C(=O)N1c1ccccc1 (stereo unspecified)	19	-43	17	5	-7	0	4	5
CCN(CC)c1ccc(N2C(=O)C3CCCCC3C2=O)cc1[N+](=O)[O-] (stereo unspecified)	-11	9	14	4	5	-22	13	-3
COc1ccc([C@H]2CC(=O)C=C(c3ccc(Cl)c(C(F)(F)F)c3)C2)cc1	-11	27	-8	-20	13	-2	9	-11
NNC(=O)c1ccc(N2CCCCCC2)c([N+](=O)[O-])c1	19	11	1	0	-6	-31	-6	-2
Cc1ccc(OCc2nc(C#N)c(NCc3ccc4c(c3)OCO4)o2)cc1	-6	9	0	5	29	11	8	-6
COc1ccccc1-c1cc(C(F)(F)F)n2ncc(S(=O)(=O)c3ccccc3)c2n1	25	8	-1	11	13	39	19	-2
O=c1[nH]c(NNC(=S)NCc2ccccc2)nc2c1C1(CCCCC1)Cc1ccccc1-2	18	14	2	34	5	-2	9	-2
CCOc1ccc(/C(O)=C2/C(=O)C(=O)N(CCN(CC)CC)C2c2ccco2)cc1 (stereo unspecified)	14	1	-7	-7	4	0	2	-1
O=C(CCn1cnc2ccccc21)N/N=C/C=C/c1ccccc1	18	2	9	0	46*	-3	8	-3
N#CCSc1nc(-c2ccccc2)c2cc(Cl)ccc2n1	-25	19	-20	3	12	32	0	-1
CCOC(=O)CCSc1nc(C)c2cc(C)c(C)cc2n1	-5	4	-6	0	-3	10	22	5
CCCCCOCC1CC(C/C(C)=N/NC(N)=S)C(=O)O1 (stereo unspecified)	26	-8	6	21	10	11	-6	2
Cc1ccc(C)c(C(=O)n2cnnc2N)c1	-14	-1	4	-3	-10	-9	5	-4
O=C(CCCc1ccccc1)Nc1ccc(S(=O)(=O)N2CCOCC2)cc1	10	-15	-9	9	5	2	22	4
COc1ccc(C(=O)c2ccccc2Cl)cc1	-5	7	-1	-3	-5	7	27	0
COc1ccc(-c2nc(C#N)c(NC(C)c3ccccc3)o2)cc1OC (stereo unspecified)	3	14	-19	11	16	8	-3	-7
CC(C)(CC(=O)O)CC(=O)NCc1c(Cl)cccc1Oc1ccccc1	-16	-21	2	3	5	0	-4	1
Cc1c(NC(=O)c2ccc(NS(=O)(=O)c3ccccc3)cc2)c(=O)n(-c2ccccc2)n1C	-10	0	1	-20	-1	-6	-3	-10
O=C(/C=C/c1ccc(F)cc1)N1CCc2ccccc2C1	-25	20	-38	-48	16	-11	12	6
COc1ccc(CC(=O)O/N=C(\N)c2ccccn2)cc1	-28	-6	-15	-11	6	3	6	-11
CCCCN(C(=O)C1=NN(c2ccccc2)C(=O)CC1)c1c(N)n(CC(C)C)c(=O)[nH]c1=O	19	-3	-3	3	-5	-6	2	-1
O=C1CCC(=O)N1c1ccc(NCc2ccccc2Cl)c([N+](=O)[O-])c1	5	7	-9	-4	-5	-32	29	3
Cc1c(NC(=O)/C(=C/c2cccs2)c2cccs2)c(=O)n(-c2ccccc2)n1C	2	5	-7	5	-7	-7	4	-14
Cc1oc(-c2ccccc2)nc1CS(=O)CC(=O)NC1CCCCCC1 (stereo unspecified)	-11	4	-17	x	12	-6	14	-8

Some entries already given, showing only UBC13 polyUb, CCR6 antagonist and Jurkat NFkB inh.
mol,UBC13 polyUb,CCR6 antagonist,Jurkat NFkB inh
COc1ccc(-c2nc(C#N)c(NC(C)c3ccccc3)o2)cc1OC (stereo unspecified),8,-3,-19
CC(C)(CC(=O)O)CC(=O)NCc1c(Cl)cccc1Oc1ccccc1,0,-4,2

(further entries)
SMILES	697 NFkB inh	Apaf1 inhib	Jurkat NFkB inh	Gli-Sufu block	EBI2 block	UBC13 polyUb	CCR6 antagonist	SENP8 block
Cc1cc(C)cc(NC(=O)c2cc(S(=O)(=O)N3CCCC3)cn2C)c1	4	9	3	36	4	-9	18	-15
COc1ccc(NC(=O)N2CCN(S(=O)(=O)c3ccc(F)cc3)CC2)c(OC)c1	-12	5	-13	0	3	-7	8	-10
CCOC(=O)CSc1nnnn1-c1cc(OC)c(Cl)cc1OC	7	-4	3	-8	5	4	5	3
CN1CCN(c2nc(-c3ccccc3Cl)nc3ccccc23)CC1	19	-6	-17	11	1	-4	-1	4
CNC(=O)c1csc(-c2ccc(Cl)cc2)n1	0	-2	-7	-8	7	4	-7	5
COCCn1c(=NC(=O)c2cc(-c3cccs3)nc3ccccc23)sc2cc(S(N)(=O)=O)ccc21	-32	0	-3	7	23	19	21	-11
O=C(CSc1nnc(COc2ccccc2)o1)NC1CC2CCC1C2 (stereo unspecified)	-13	5	5	2	2	-6	4	-1
CCN(CC)CCN1C(=O)C(=O)/C(=C(/O)c2cccc(OC)c2)C1c1ccccn1 (stereo unspecified)	-33	2	-4	-19	1	-13	-9	3
c1cncc(CNC2CCCc3ccccc32)c1 (stereo unspecified)	-14	-13	9	5	-8	8	-22	0
COc1ccc(-c2nc(C(=O)NCC3CCCO3)cc3c2[nH]c2ccccc23)cc1 (stereo unspecified)	23	-224	0	15	12	4	7	-16
CCN(CC(=O)Nc1ccc(OC)cc1)C(=O)c1cc([N+](=O)[O-])ccc1N1CCOCC1	30	2	8	-4	-1	-3	10	10
O=C1OC2(CCCCC2)OC(=O)C1=CNc1nc2ccccc2s1	-14	13	-13	-1	-5	-9	3	-11
CCC1=NN(C(=O)COc2ccccc2C)C(O)(c2ccncc2)C1 (stereo unspecified)	-9	-13	8	-1	-6	4	13	0
COc1cc(/C=C2/NC(=O)N(CC(=O)Nc3ccc(C)cc3)C2=O)ccc1Oc1ccc([N+](=O)[O-])cn1	10	-6	9	2	-2	-12	6	2
Cc1nc(NC(=O)C(C)Oc2cccc(Cl)c2)sc1C(=O)N(C)C (stereo unspecified)	-25	1	-12	-7	-1	-9	18	-15
Cc1cccc(/C=N/Nc2nncc3ccccc23)c1	-181	9	-168	-6	6	-8	-9	90*
O=C(c1ccc([N+](=O)[O-])cc1)N1CCC(Cc2ccccc2)CC1	17	15	3	1	40	-6	19	-2
COc1ccc(CCN(C)C2CCCN(C(=O)Cn3cnnn3)C2)cc1OC (stereo unspecified)	-26	15	-38	-17	-6	-9	9	3

Assay outcomes (PubChem)
